Screening results (PubChem BioAssay)
GPR151 ag – human GPR151 activation; 650,000 tested, 1% active; AID 1508602; Q8TDV0; activation, % at 11.2 µM; PathHunter beta-arrestin GPR151 cells, luminescence; in the data active means activation above about 4.9%;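 further: 0% = median of compound wells and 100% = cells with positive control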
Target sequence (Q8TDV0 whole entry, looked up): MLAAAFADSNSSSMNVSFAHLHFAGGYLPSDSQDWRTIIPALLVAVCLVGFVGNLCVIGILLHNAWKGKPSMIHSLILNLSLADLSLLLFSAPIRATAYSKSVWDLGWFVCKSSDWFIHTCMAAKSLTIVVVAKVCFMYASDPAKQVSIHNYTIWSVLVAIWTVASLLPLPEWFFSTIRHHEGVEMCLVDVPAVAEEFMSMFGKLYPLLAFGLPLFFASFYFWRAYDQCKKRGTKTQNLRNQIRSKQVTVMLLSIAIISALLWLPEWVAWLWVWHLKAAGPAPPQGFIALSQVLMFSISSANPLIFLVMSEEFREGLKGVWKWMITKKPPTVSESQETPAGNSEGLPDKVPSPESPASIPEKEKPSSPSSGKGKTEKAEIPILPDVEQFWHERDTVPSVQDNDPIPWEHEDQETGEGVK
FBW7 activator – activators of human E3 ligase FBW7; Q969H0; AlphaScreen FBW7–phospho-cyclin E peptide binding, activator screen; normalized activity (activation), % at 26.1 µM; 650,000 tested, 0.13% active; in the data active means normalized activity above about 1.9%;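 further: purified mutant Fbw7 with reduced substrate affinity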
MITF inh – human MITF inhibition, primary screen. O75030. AlphaScreen MITF homodimerization, bead proximity signal. inhibition, % at 2.6 µM. 650,000 tested, 0.91% active; in the data active means inhibition above about 50%;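 further: 0% = vehicle wells with protein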
Target sequence (O75030 whole entry, looked up): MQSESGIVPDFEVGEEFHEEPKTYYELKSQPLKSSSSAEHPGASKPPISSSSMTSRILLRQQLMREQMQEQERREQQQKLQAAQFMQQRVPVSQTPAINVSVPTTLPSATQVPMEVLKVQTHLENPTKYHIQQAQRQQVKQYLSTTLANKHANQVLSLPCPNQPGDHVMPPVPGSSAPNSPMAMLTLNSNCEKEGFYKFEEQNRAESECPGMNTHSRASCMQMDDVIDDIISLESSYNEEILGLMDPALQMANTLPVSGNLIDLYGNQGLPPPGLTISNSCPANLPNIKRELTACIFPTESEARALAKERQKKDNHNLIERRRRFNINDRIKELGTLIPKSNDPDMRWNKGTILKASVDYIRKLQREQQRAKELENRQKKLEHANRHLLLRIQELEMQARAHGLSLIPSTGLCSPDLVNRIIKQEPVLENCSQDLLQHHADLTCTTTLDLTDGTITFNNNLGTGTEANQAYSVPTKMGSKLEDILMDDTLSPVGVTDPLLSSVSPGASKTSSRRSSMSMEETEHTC
TEAD-YAP block – TEAD-YAP interaction inhibition; 640,000 tested, 1.4% active; inhibition, % at 9.12 µM; AID 1259422; HEK-TIYL cells, TEAD-Gal4/YAP UAS-luciferase luminescence; in the data active means inhibition above about 32%;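 further: 0% = median of test compound wells and 100% = reference inhibitor wells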
The depositor's hits bear a star; . = no result given; & = joins results of further samples; ! = repeats disagree. Outcome played no part in choosing rows, and some 3.4% of all compounds hit somewhere here.

SMILES | GPR151 ag | FBW7 activator | MITF inh | TEAD-YAP block
Cc1ccc(C(=O)/C=C/Nc2ccc(Br)cc2F)o1 | -0.5 | -0.2 | 6 | 77*
COCCN(CCOC)c1ncnc2c1cnn2-c1ccc(C)cc1C | 1.1 | 0.1 | -20 | -14
CC(=O)Nc1ccc(NC(=O)c2ccccc2Cl)nc1 | -0.1 | -0.1 | -10 | -18
O=C(CN1C(=O)CCC1=O)Nc1nnc(-c2ccco2)o1 | 1.4 | -0.1 | -4 | 8
O=C(c1ccc(I)cc1)N1CCCc2ccccc21 | 0.6 | -0.1 | -4 | 14
C[C@@H](c1ccccc1)N1C(=O)[C@H]2[C@H]3[C@H](O)[C@H](O)CC(=O)[C@@H]3CC[C@H]2C1=O | -0.9 | 0.2 | 15 | .
CC1(C)NC(=O)N(c2ccc([N+](=O)[O-])c(C(F)(F)F)c2)C1=O | 5.5*! | -0.1&0.3&0.2&-0.1&0.2 | -14&-1&11&17&-4 | 1&-5&4
C#CCn1c(C(=O)OCC)cc2oc(C)cc21 | 1.0 | 0.1 | 7 | 5
COc1ccccc1CNC(=O)CCNC(=O)Cn1cnc2sc3c(c2c1=O)CCCC3 | 1.2 | -0.1 | -8 | 8
Nc1nc2ccccc2c(=O)s1 | -0.1 | 0.0 | 6 | -16
COc1cc(C2C(C(=O)OC3CCCCC3)=C(C)NC3=C2C(=O)CC(c2ccccc2)C3)ccc1OCc1ccccc1 (stereo not given) | -0.4 | -0.2 | 2 | -10
COc1cccc(OC)c1CN1CCc2nnc(C(NS(C)(=O)=O)C(C)C)n2CC1 (stereo not given) | -1.2 | -0.2 | 1 | 1
O=C(Nc1ccc(F)cc1)Nc1cccc(C(=O)NCc2ccccc2)c1 | -0.5 | 0.1 | 22 | 8
Cc1ccc(S(=O)(=O)C2(C(=O)NC3CCCCC3)CC2)cc1 | 1.2 | 0.0 | 12 | 1
CN1CCN(c2c(C(=O)c3ccccc3)cnc3cc4c(cc23)OCO4)CC1 | -1.8 | 0.1 | -1 | -5

Quoted from the results shown for reference:
SMILES | GPR151 ag | FBW7 activator | MITF inh | TEAD-YAP block
COCCN(CCOC)c1ncnc2c1cnn2-c1ccc(C)cc1C | 1.1 | 0.1 | -20 | -14
CC(=O)Nc1ccc(NC(=O)c2ccccc2Cl)nc1 | -0.1 | -0.1 | -10 | -18
O=C(CN1C(=O)CCC1=O)Nc1nnc(-c2ccco2)o1 | 1.4 | -0.1 | -4 | 8
O=C(c1ccc(I)cc1)N1CCCc2ccccc21 | 0.6 | -0.1 | -4 | 14
C[C@@H](c1ccccc1)N1C(=O)[C@H]2[C@H]3[C@H](O)[C@H](O)CC(=O)[C@@H]3CC[C@H]2C1=O | -0.9 | 0.2 | 15 | .

Two records drawn at random from those above, as already listed:
SMILES | GPR151 ag | FBW7 activator | MITF inh | TEAD-YAP block
O=C(Nc1ccc(F)cc1)Nc1cccc(C(=O)NCc2ccccc2)c1 | -0.5 | 0.1 | 22 | 8
COCCN(CCOC)c1ncnc2c1cnn2-c1ccc(C)cc1C | 1.1 | 0.1 | -20 | -14

Arranged by molecular weight (lowest first): part of the list above
SMILES | GPR151 ag | FBW7 activator | MITF inh | TEAD-YAP block
Nc1nc2ccccc2c(=O)s1 | -0.1 | 0.0 | 6 | -16
CC(=O)Nc1ccc(NC(=O)c2ccccc2Cl)nc1 | -0.1 | -0.1 | -10 | -18
CC1(C)NC(=O)N(c2ccc([N+](=O)[O-])c(C(F)(F)F)c2)C1=O | 5.5*! | -0.1&0.3&0.2&-0.1&0.2 | -14&-1&11&17&-4 | 1&-5&4

Next part
SMILES | GPR151 ag | FBW7 activator | MITF inh | TEAD-YAP block
COc1ccc(C2CC(c3ccc(Cl)cc3)=NN2S(=O)(=O)c2ccccc2)cc1 (stereo not given) | 0.1 | 0.0 | -2 | -2
CCN1C(=O)c2cccc3c(NC(=O)c4ccc(S(=O)(=O)N(CC(C)C)CC(C)C)cc4)ccc1c23 | -0.7 | 0.2 | 9 | 19
CCc1cnc2c(c1SCC(=O)N1CCC(Cc3ccccc3)CC1)c(=O)n(C)c(=O)n2C | 1.6 | 0.8 | 20 | 2
COc1cccc(NC(=O)c2cc(S(=O)(=O)NC3CCCCCC3)ccc2F)c1 | 0.4 | 0.0 | 9 | 3
O=C(COc1ccccc1)Nc1cccc(-c2cn3c(n2)SCC3)c1 | -2.7 | -0.2 | 3 | -13
CN(C)C(CNS(=O)(=O)c1ccc([N+](=O)[O-])cc1)c1cccnc1 (stereo not given) | -0.1 | -0.3 | -8 | 6
O=C(NCCN1CCN(c2ccccc2)CC1)NC1CC(=O)N(c2ccc(F)cc2)C1 (stereo not given) | 0.2 | -0.1 | 3 | -8
COCc1nnc(NC(=O)CCCOc2ccc(OC)cc2)s1 | -1.0 | 0.2 | 6 | -2
N#CC1=C(N)N(c2ccccc2C#N)C2=C(C(=O)CCC2)C1c1ccc2c(c1)OCO2 (stereo not given) | 3.2 | -0.2 | 2 | -5
O=C(CCCCCn1c(SCc2cc(=O)n3cc(Cl)ccc3n2)nc2ccsc2c1=O)NCCc1ccccc1 | 0.3 | 0.1 | 6 | 1
O=[N+]([O-])c1ccc(-c2nnn(CNc3ccccc3)n2)cc1 | -1.2 | -0.2 | 8 | -14
Cc1ccc(CNC(=O)C(=O)N2CCCCC2)cc1 | -0.4 | 0.9 | 22 | 4
OC1(c2ccccc2)CCN(Cc2ccccc2)[C@@H]2CCCC[C@@H]21 (stereo not given in full) | -1.1 | 0.1 | 8 | 5
Cc1ccc(NC(=O)COC(=O)c2cc(=O)c3cc(F)ccc3o2)cc1 | -0.2 | -0.1 | -9 | -3
COc1cccc(C2N3CC4(C)CN2CC(C)(C3)C4=O)c1O (stereo not given) | 1.2 | 0.5 | 5 | 7
CC(=O)NC(CCS(C)(=O)=O)C(=O)Nc1cc(C)ccc1C (stereo not given) | -1.0 | 0.0 | -15 | 5
COc1cccc(CN2CCC3(CCC(CNC(=O)c4csc(C)n4)O3)CC2)c1OC (stereo not given) | 0.1 | -0.1 | -28 | -3
COCCNS(=O)(=O)c1cc(OC)c(Cl)cc1OC | -1.8 | -0.1 | 8 | 10
CCc1ccc(NC(=O)CSc2nc3ccsc3c(=O)n2Cc2ccccc2F)cc1 | -0.5 | 0.3 | 6 | -1
COc1ccc(C(=O)Nc2ccc(Cl)c(-c3nc4cc(C)ccc4o3)c2)cc1OC | 0.7 | 0.0 | -10 | -3
COc1cc(C2NC(=O)NC(C)=C2C(=O)OCCSC)ccc1O (stereo not given) | -0.6 | 0.9 | 12 | -8
CNC(=S)NCCCNc1nc2cc(C)cc(C)c2cc1C#N | -0.8 | 0.2 | 14 | 0
O=C1C(c2ccccc2)c2ccccc2N1Nc1ccc(Cl)cc1 (stereo not given) | -1.0 | -0.2 | -2 | -18
CCCCNC(=O)C(=O)NCC(c1ccco1)S(=O)(=O)c1ccc(Cl)cc1 (stereo not given) | 0.4 | -0.1 | 3 | 5
Cc1ccccc1OCC(=O)O/N=C(\N)c1ccccc1Cl | -1.6 | 1.0 | -3 | -79
CCCc1cc(O)c2c(C)cc(=O)oc2c1 | 4.5 | 0.0 | 9 | 11
CCCCNC(=S)Nc1cccc(C#N)c1 | 0.6 | 0.0 | 2 | 3
CCC(c1nnnn1Cc1cccs1)N1CCN(c2ccc([N+](=O)[O-])cc2)CC1 (stereo not given) | 1.2 | 0.2 | -10 | 7
COc1ccc(N(CC(=O)O)S(=O)(=O)c2ccc(C)cc2)cc1 | 2.2 | 0.1 | 7 | 1
O=C(NCc1ccco1)c1ccc2c(=O)n(Cc3ccco3)c(SCc3cccnc3)nc2c1 | 0.0 | -0.2 | -3 | 27
CC1(C)CC(=O)c2c(nn(-c3ccccc3)c2-c2ccc(O)cc2)C1 | 0.0 | -0.2 | -5 | 6
CN(Cc1ccccn1)Cc1nc(N2CCCCCC2)c2ccccc2n1 | 0.9 | -0.2 | 2 | 6
O=C(CCc1nnc(Cc2ccc3c(c2)OCO3)o1)NCCC1=CCCCC1 | -0.6 | 0.0 | -9 | -2
CC1=C(C(=O)c2ccccc2)C(c2ccc(Br)cc2)NC(=O)N1 (stereo not given) | 0.1 | 0.1 | 19 | 3
CC(=O)C1=C(C)NC(SCc2ccc(Cl)cc2)=C(C#N)C1c1ccccc1Cl (stereo not given) | 2.9 | 0.1 | -7 | 6
Cc1ccc(/C=C(/C#N)C(=O)Nc2ccc(Cl)cc2[N+](=O)[O-])cc1 | 2.4 | 0.1 | 4 | -9
Cc1nc(N2CCN(c3ccccn3)CC2)c2c(C)c(C(=O)Nc3ccc(F)cc3)sc2n1 | 1.0 | 0.7 | -3 | -18
CN(C)CCNC(=O)C(NC(=O)c1ccccc1)C12CC3CC(CC(C3)C1)C2 (stereo not given) | 2.5 | 0.3 | 8 | -7
COc1ccc(N2CCN(S(=O)(=O)c3ccc(SC)cc3)CC2)cc1 | -0.7 | 0.1 | 0 | 6
c1ccc(CN2CCC(Nc3nc(Nc4ccncn4)nc4c3ncn4-c3ccccc3)CC2)cc1 | 3.3 | 0.1 | 9 | -8
O=C(Nc1ccc(F)c(Cl)c1)c1ccc2c(=O)n(-c3cccc(C(F)(F)F)c3)c(=S)[nH]c2c1 | -1.0 | 1.8 | 10 | -3
O=C(COc1ccc(S(=O)(=O)NCCc2ccccc2)cc1)Nc1ccc(F)cc1F | 1.1 | 0.1 | 2 | 8
O=C(O)C1CCN(C(=O)CSc2nnc3ccccn23)CC1 | -0.5 | 0.0 | 0 | -3
Cc1ccc(CSc2nc3ccsc3c(=O)n2-c2ccc(F)cc2)cc1 | -0.8 | 0.8 | 13 | 15
NC(CC(=O)Nc1ccc(Cl)cc1)C(=O)O (stereo not given) | -1.3 | -0.2 | 2 | 1
CC(=O)N1N=C(c2cccc(I)c2)OC12CCCC2 | 0.0 | -0.1 | 11 | 0
CCN1CCN(c2cc(C)c3cc([N+](=O)[O-])ccc3n2)CC1 | 0.9 | 0.0 | -2 | -13
COc1ccc(-n2nc3ccc(NC(=O)c4cccc(OC)c4)cc3n2)cc1 | 0.4 | -0.1 | 3 | -4
Clc1cccc(CNc2ncnc3c2c(-c2ccccc2)cn3-c2cccc(Cl)c2)c1 | -0.6 | -0.1 | -10 | -4
CC(C)CCN1CCc2nnc(C(C)NC(=O)c3ccco3)n2CC1 (stereo not given) | -0.1 | 0.4 | 17 | 0
CCOC(=O)c1ccc(NC(=O)CCNS(=O)(=O)c2ccc3c(c2)oc(=O)n3C)cc1 | -0.4 | -0.1 | 12 | 1
CC(=O)Cc1nsc(Nc2cccc(C)c2)n1 | 0.2 | -0.1 | -4 | -40
C/C(CC(=O)Nc1cccc(I)c1)=N\NC(=O)c1cccc(O)c1 | -1.0 | 0.3 | 0 | 12
COc1cc(/C=C2\NC(=O)N(Cc3ccc(Cl)cc3)C2=O)cc(OC)c1O | -2.0 | -0.4 | -12 | -6
CCOc1ccc(C(=O)Nc2ccc3oc(-c4ccncc4)nc3c2)cc1Br | 1.4 | 0.0 | 7 | 6
Cc1cc(C)c(OCCCNCCN(C)C)c(Br)c1 | 1.7 | -0.5 | 55* | 1
Cc1cc(C)c(NC(=O)C(=O)NCCC(C)C)c(C)c1 | 1.9 | -0.1 | -1 | 3
COc1ccccc1-c1nc2n(n1)C(c1cccs1)C(C(=O)Nc1cccnc1)=C(C)N2 (stereo not given) | -0.2 | 0.3 | 22 | 1
O=C(Nc1nc(-c2ccncc2)cs1)C1Oc2ccc3ccccc3c2O1 (stereo not given) | -0.4 | -0.2 | -2 | 1
CC(C)(C)C1CCC2OCCOCCOC3CCC(C(C)(C)C)CC3OCCOCCOC2C1 (stereo not given) | 1.4 | 0.1 | -4 | 0
(listing goes on)
SMILES | GPR151 ag | FBW7 activator | MITF inh | TEAD-YAP block
CCn1c2ccccc2c2cc(C=O)ccc21 | -1.3 | -0.1 | -4 | 17
COC(=O)c1c(-c2ccc(Br)cc2)csc1NC(=O)c1cnccn1 | -1.1 | 0.1 | 14 | -7
Cc1cnc(Nc2ccc3ncccc3c2)nc1NC1CCN(Cc2ccccc2)CC1 | 0.0 | 0.1 | 7 | 4
CCN=c1scc(-c2ccc3c(c2)NC(=O)CO3)n1/N=C/c1cccs1 | -0.9 | -0.1 | 15 | -23
COc1cc(NC(=O)CSCc2ccccc2)c(C(=O)O)cc1OC | -1.2 | -0.1 | 2 | -6
FC(F)Oc1ccc(/C=N/Nc2nc3ccccc3[nH]2)cc1 | -0.9 | 0.1 | 5 | -74
Clc1ccc2nc(CSc3nc4ccccn4n3)cn2c1 | -3.2 | 0.1 | 4 | -49
O=C1C2CC2C(=O)N1c1cc(F)ccc1F (stereo not given) | 4.4 | 0.1 | -12 | -7
C=CCn1c2cc(C)sc2c2cnn(CC(=O)OC)c(=O)c21 | 0.4 | -0.1 | 17 | 2
NC(=O)c1ccc2cnn(-c3cccc(C(=O)O)c3)c2c1 | -1.0 | 0.1 | -10 | -26
O=C(CN1C(=O)N2CCN=C2c2ccccc21)N1CCCC1 | 0.1 | 0.1 | -2 | -10
COc1ccc(-c2noc(-c3ccc(C)c([N+](=O)[O-])c3)n2)cc1OC | -0.1 | 0.0 | -1 | 4
CN(C)c1ccc(/C=C2\Oc3c(ccc(O)c3O)C2=O)cc1 | 0.7 | -0.1 | 55* | 1
COc1ccc(-c2noc(NCCc3cccc(C)c3)n2)cc1OC | -1.9 | 0.0 | -13 | -13
CCN(CC)C(=O)C1CCN(S(=O)(=O)c2c(C)noc2/C=C/c2ccc(C)cc2)CC1 | 0.7 | -0.2 | 5 | -8
CN1C(C)(C)CC(NC(=O)C(=O)Nc2ccccc2)CC1(C)C | 0.3 | 0.0 | 6 | -4
Cc1ccc(-c2nc(-c3cccnc3)no2)cc1[N+](=O)[O-] | -1.3 | -0.2 | 9 | -51
